# Compound activity as filed in PubChem.
# Peg3 imprint: qHTS Assay for Compounds that Induce Erasure of Genomic Imprints; mouse ES Peg3-LacZ reporter, beta-gal luminescence, 40 h; Potency, µM (doses to about 60.7 µM), inactives show at the highest dose activity change, positive = activation, actives largely listed as activators; actives 0.02% (n = 110,000); AID 1948, 2009;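 further: 0% = negative control wells on the plate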
#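 Imprint erasure is scored as LacZ activity from the silenced maternal Peg3 allele in feeder-free female ES cells cultured 40 h with LIF. Luminescence is normalized to in-plate negative controls and fitted to the Hill equation.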
# p53ts 32C tox: qHTS Screen for Compounds that Selectively Target Cancer Cells with p53 Mutations: Cytotoxicity of p53ts Cells at the Permissive Temperature; H1299-p53A138V at 32C, ATP luminescence viability, 24 h; Potency, µM (top dose mostly 46.1 µM), for inactives: top-dose activity change, negative = cytotoxicity, hits mostly cytotoxic; actives 0.93% (n = 130,000);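 further: 0% = DMSO and -100% = full killing by reference compound; nearly all actives have a fitted effect of over 55% in size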
#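 H1299-p53 A138V cells (temperature-sensitive p53) exposed 24 h to up to 46 uM compound at 32C, where p53 is wild-type in conformation. Viability read as ATP luminescence and normalised to DMSO and 100 uM tamoxifen. AC50 fitted with the Hill equation.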
# IkB sig inh: IkB Signaling. ABC-DLBCL IkBa-CBG/CBR dual luciferase ratio, 4 h; response scale: scaled: untreated 0%, proteasome inhibitor 100%. Potency, µM (series often up to 57.1 µM), without a hit: top-dose IkBa stabilization activation. actives 0.04% (n = 110,000); active means well fitted curve in the direction sought with a large enough effect in the signal ratio, not every such curve was filed as active; inconclusive means small, poorly fitted or top-dose-only effect, or a change in a side signal; the % refers to the signal ratio;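 further: the direction sought is a rising ratio; 0% = basal untreated cells and 100% = reference inhibitor full response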
#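 Curves were fitted separately to fusion (green), unfused (red) and ratio luminescence, then classed by r2, magnitude and activity. Cells: OCI-Ly3, 4 h compound plus doxycycline at 37C; 10 uM MG-132 defined full response.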
# p53ts 39C kill: qHTS Screen for Compounds that Selectively Target Cancer Cells with p53 Mutations: Cytotoxicity of p53ts Cells at the Nonpermissive Temperature | H1299-p53A138V viability at 39C, ATP luminescence, 24 h | Potency, µM (series often up to 46.1 µM), inactives show at the highest dose activity change, negative = cell killing, usual class: cytotoxic | actives 1.5% (n = 130,000); further: nearly all actives have a fitted effect of over 55% in size
# * = called active by the depositor; u = inconclusive; x = not tested or not shown; & = joins results of further samples; [ ] = remark or other dose. Unless noted, the call rests on the fitted dose curve; in most records, active means well fitted curve in the direction sought with a large enough effect; inconclusive means small, poorly fitted or top-dose-only effect, or another doubt; inactive means no such curve, though single readings can be large; an effect the other way counts as inactive or inconclusive. Unless noted, on the % scale 0 is the no-effect control and ±100 the full control effect; potency means the concentration at half of the fitted maximal effect.
canonical_smiles	Peg3 imprint	p53ts 32C tox	IkB sig inh	p53ts 39C kill
CCOC(=O)c1cc2c(=O)n3cccc(C)c3nc2n(CCc2ccc(OC)c(OC)c2)c1=N	11%	-3%	4.9%	4%
CCOC(=O)c1c(C)[nH]c(C)c1S(=O)(=O)NCC(=O)N(C)c1ccc(C)c(C)c1	-6%[10.9 µM]	10%	0.3%	-9%
CCN1CCN(CCCNC(=O)C2CCCN(c3nnc(-n4cccc4)s3)C2)CC1 (stereo not drawn)	9%	5%	1.6%	-4%
Cc1ccc(CN(C(=O)COc2cccc([N+](=O)[O-])c2)c2ccccn2)cc1	-7%[10.9 µM]	-8%	u	-19%
CC(=O)Nc1ccccc1-c1nc2ccccc2n(CC(=O)c2ccc(C)c(C)c2)c1=O	-11%[10.9 µM]	9%	0.6%	-19%
O=C(c1ccc2c(c1)N(Cc1ccc(F)cc1)CCS2)N1CCN(c2ccccc2)CC1	-9%[10.9 µM]	28%	u	0%
CN(CCNC(=O)Cn1c(=O)sc2ccccc21)Cc1ccccc1	-9%	1%	4.9%	5%
Fc1ccc(-c2noc(C3CCN(Cc4cccnc4)CC3)n2)cc1	-23%	-8%	2.1%	-14%
O=C(Cn1ncc2c(=O)oc3ccccc3c21)N1CCCc2ccccc21	-7%	-3%	3.9%	-6%
CC(C)C(C(=O)Nc1ccc2c(c1)OCCO2)N1C(=O)c2ccccc2C1=O (stereo not drawn)	-5%	-10%	-3.4%	1%
CCOc1cc2[nH]c(=O)n(CCCN3CCCC3=O)c(=O)c2cc1OCC	-11%	-2%	-0.9%	-8%
O=C(c1ccc(F)cc1F)N1CCC(c2noc(-c3ccc(S(=O)(=O)N4CCCC4)cc3)n2)CC1	-7%[10.9 µM]	1%	u	-11%
CCc1nn2c(=O)cc(COC(=O)C(CC)c3ccccc3)nc2s1 (stereo not drawn)	11%[10.9 µM]	-1%	u	13%
Cc1c(/C(O)=C2/C(=O)C(=O)N(Cc3cccnc3)C2c2cccs2)cnn1-c1ccccc1 (stereo not drawn)	-9%	-12%	-0.7%	4%
Cc1ccc(S(=O)(=O)CCC(=O)Nc2ccc3c(c2)OCO3)cc1	-2%	-3%	0.3%	4%
COc1ccc(C(=O)Nc2nnc(C)s2)cc1	-33%[inhibitor][10.9 µM]	13µM*	u	13µM*
CCc1ccc2c(c1)NC(c1cccs1)=NC(c1ccc(F)cc1)=N2	-13%[10.9 µM]	-4%	u	-22%
O=C(O)CCNc1cc2ccccc2cc1C(=O)O	10%	-3%	1.0%	5%
CN(C)Cc1cc(C(C)(C)C)ccc1-c1ccc(C(C)(C)C)cc1CN(C)C	0%[10.9 µM]	-7%[9.22 µM]	0.8%[11.4 µM]	0%[9.22 µM]
COc1cccc(-n2ccnc2SCC(=O)Nc2cccc(C)c2C)c1	23%[10.9 µM]	1%	u	-19%
CCc1cc2c(nc1CC)CCN(CC/C(C)=N/O[C@@H](C)c1cn([C@@H]3COC[C@@H]3O)nn1)C2	x	10%[9.22 µM]	x	10%[9.22 µM]
Cc1ccc(NS(=O)(=O)c2c(C)nc3sc(C)c(C)n3c2=O)cc1F	11%[10.9 µM]	6%	u	-9%
CCOC(=O)Cn1c2ccccc2c2nc3ccccc3nc21	-14%	-3%	-1.2%	0%
COC(=O)c1ccccc1NC(=O)CSc1nnc(COc2cccc(OC)c2)n1C	x	-4%	-0.7%	-12%
O=C(CSc1n[nH]c(-c2ccc(F)cc2)n1)N1CCN(c2ccc(F)cc2)CC1	8%[10.9 µM]	-4%	u	-12%

# Some of the entries so far, with values under each structure.
# Results follow in this order: Peg3 imprint	p53ts 32C tox	IkB sig inh	p53ts 39C kill
CN(CCNC(=O)Cn1c(=O)sc2ccccc21)Cc1ccccc1
    -9%	1%	4.9%	5%
CCOC(=O)c1c(C)[nH]c(C)c1S(=O)(=O)NCC(=O)N(C)c1ccc(C)c(C)c1
    -6%[10.9 µM]	10%	0.3%	-9%
CCOC(=O)c1cc2c(=O)n3cccc(C)c3nc2n(CCc2ccc(OC)c(OC)c2)c1=N
    11%	-3%	4.9%	4%

# 2 of the compounds above, with each value named.
CCOc1cc2[nH]c(=O)n(CCCN3CCCC3=O)c(=O)c2cc1OCC
  Peg3 imprint = -11%
  p53ts 32C tox = -2%
  IkB sig inh = -0.9%
  p53ts 39C kill = -8%
O=C(c1ccc(F)cc1F)N1CCC(c2noc(-c3ccc(S(=O)(=O)N4CCCC4)cc3)n2)CC1
  Peg3 imprint = -7%[10.9 µM]
  p53ts 32C tox = 1%
  IkB sig inh = u
  p53ts 39C kill = -11%

# Next section.
canonical_smiles	Peg3 imprint	p53ts 32C tox	IkB sig inh	p53ts 39C kill
O=C(Nc1cc(C(F)(F)F)ccc1N1CCOCC1)c1cncc(Br)c1	5%	-1%	-0.4%	9%
CC(O)CO (stereo not drawn)	2%&6%	1%&-1%[1.84 µM]	-0.4%&-0.5%	9%&4%
CCc1ccc(C2CC(=O)c3c([nH]c(C(=O)OCC4CCCCC4)c3C)C2)cc1 (stereo not drawn)	3%[10.9 µM]	12%	1.3%	18%
Cc1ccc(-c2noc(CNC(=O)COc3cc(C)c(Br)c(C)c3)n2)cc1	10%[10.9 µM]	4%	u	-16%
CCCCNC(=O)Cn1cnc2c(cnn2-c2ccc(C)c(C)c2)c1=O	2%	0%	1.2%	-1%
c1ccc(C2Nc3ccccc3Oc3ccccc32)cc1 (stereo not drawn)	x	-4%	x	-8%
COC1C(O)C(CO)OC1n1c(Br)nc2c(=O)[nH]c(N)nc21 (stereo not drawn)	13%	4%	x	13%
CCn1c(CNC(=O)c2ccco2)nnc1SCC(=O)Nc1ccc(Br)cc1F	x	6%	x	2%
CCn1cc(C(=O)Nc2cc3c(cc2NC(C)=O)OCCO3)c(=O)c2ccc(C)nc21	-5%	7%	-1.4%	2%
Cc1ccc(S(=O)(=O)Nc2cc3c(cc2N2CCOCC2)n(C)c(=O)n3C)c(C)c1	-6%[10.9 µM]	9%	-2.5%	-12%
O=C(Cn1nc(Cc2cccnc2)c2ccccc2c1=O)N1CCN(c2ccc(F)cc2)CC1	-14%[10.9 µM]	5%	u	-3%
Cc1ccc(-c2noc(CCC(=O)NCc3ccc4c(c3)OCO4)n2)cc1	-18%	8%	-0.9%	7%
CCCC1C(C#N)=C(N)Oc2cc(C)n(C)c(=O)c21 (stereo not drawn)	13%	2%	1.7%	-2%
COC(=O)c1cccc(NC(=O)CSc2nc(C)cc(=O)[nH]2)c1	-3%	11%	-0.6%	11%
COC(=O)[C@@]1(Cc2ccccc2)[C@H]2c3cc(C(=O)N4CCCC4)n(CCN4CNCC4=O)c3C[C@H]2CN1C(=O)c1ccccc1	-4%	7%	x	4%
Cc1ccccc1N1C(=O)c2ccccc2NC1c1ccncc1 (stereo not drawn)	x	5%	x	4%
CCOC(=O)c1ccc(Oc2nc(NC)nc(OC)n2)cc1	-12%	6%	0.3%	-9%
CCOC(=O)c1c(C)[nH]c(C)c1S(=O)(=O)N1CCC(C(=O)Nc2cc(C)ccn2)CC1	8%[10.9 µM]	13%	u	-4%
CCOC(=O)CN1CC23C=CC(O2)C(C(=O)NC2CCCCCC2)C3C1=O (stereo not drawn)	-9%	3%	-0.3%	2%
CCN(CC)CCC(=O)NC(C)(C)Cc1ccc(O)cc1	-6%	2%	-2.1%	-26%
CC(=O)c1c(C(C)=O)c(C)n(NC(=O)c2ccccc2O)c1C	-4%	-3%	7.3%	-9%
Cc1nc(Cc2nnc(SCc3nc(N)nc(Nc4ccccc4C)n3)o2)cs1	-16%	-2%	-0.3%	1%
Cc1ccc(C(c2nnnn2CCC(C)C)N2CCN(C)CC2)cc1 (stereo not drawn)	-11%	-9%	-0.7%	-10%
CCOC(=O)c1cccc(NC(=O)c2ccc3c(Cl)c4c(nc3c2)CCC4)c1	15%[10.9 µM]	u	18%	0.79µM*
Cc1cc2c(cc1C)NC1=C(N2)O[C@H](c2c[nH]c3ccc(COc4ccccc4)cc23)C1=O	-2%[10.9 µM]	6%[9.22 µM]	0.3%[11.4 µM]	-14%[9.22 µM]

# Sorted by number of heavy atoms (low to high): 3 of the compounds above.
canonical_smiles	Peg3 imprint	p53ts 32C tox	IkB sig inh	p53ts 39C kill
Cc1ccc(S(=O)(=O)Nc2cc3c(cc2N2CCOCC2)n(C)c(=O)n3C)c(C)c1	-6%[10.9 µM]	9%	-2.5%	-12%
CCn1cc(C(=O)Nc2cc3c(cc2NC(C)=O)OCCO3)c(=O)c2ccc(C)nc21	-5%	7%	-1.4%	2%
O=C(Cn1nc(Cc2cccnc2)c2ccccc2c1=O)N1CCN(c2ccc(F)cc2)CC1	-14%[10.9 µM]	5%	u	-3%

# The list continues.
canonical_smiles	Peg3 imprint	p53ts 32C tox	IkB sig inh	p53ts 39C kill
Cc1nc2c(C(=O)NCCC3=CCCCC3)c[nH]n2c(=O)c1Cl	-16%	6%	1.2%	1%
CCCCCCC1=Cc2cc(OC)c(OC)cc2C(CC(=O)/C=C/OC)O1 (stereo not drawn)	x	3%[9.22 µM]	x	2%[9.22 µM]
C=CCNc1nc(NC(C)(C)CO)nc(OCC)n1	-5%	-4%	-0.2%	3%
COc1ccc(NC(=O)CCc2c(C)nc3cc(-c4cccc(F)c4)nn3c2C)cc1Cl	-10%[10.9 µM]	-1%	u	-17%
CC(C)(c1cc(Br)c(O)c(Br)c1)c1cc(Br)c(O)c(Br)c1	2%&3%	-9%&-16%[1.84 µM]	u	13%&28%
CCOC(=O)c1c(C)oc2ncnc(Nc3ccc(F)cc3Cl)c12	3%[10.9 µM]	1%	-1.3%	-20%
Cc1cccc(C)c1NC(=O)C(=O)NCC(c1cccnc1)N1CCc2ccccc21 (stereo not drawn)	-10%[10.9 µM]	5%	u	-15%
Cc1c(Cl)cccc1NC(=O)C(C)N(c1ccccc1)S(C)(=O)=O (stereo not drawn)	-12%[10.9 µM]	1%	0.2%	14%
COc1ccc(N2CCN(Cc3nc(N)nc(Nc4ccc(C)c(Cl)c4)n3)CC2)cc1	-25%	u	u	-15%
COc1ccc(S(=O)(=O)N2CCN(C)CC2)c2ccccc12	-12%	-3%	3.9%	-7%
Cc1cc(C2N=C(N)Nc3nc4ccccc4n32)c(C)n1-c1ccccc1Cl (stereo not drawn)	-42%[inhibitor]	-16%	0.9%	-9%
CCCn1nnc2sc3c(c2c1=O)CCC(C)C3 (stereo not drawn)	-2%	-13%	-3.2%	-14%
COc1ccc(C(=O)Nc2ccc3nc(SCC(=O)N4CCCC4)sc3c2)cc1	-18%[10.9 µM]	-6%	u	4%
CCOC(=O)C1CCCN(C(=O)C2CCN(S(=O)(=O)N3CCC4(CC3)OCCO4)CC2)C1 (stereo not drawn)	-4%	-16%	1.2%	u
O=C(CNCc1ccco1)Nc1ccccc1-n1cccc1	-7%	3%	1.1%	0%
Cc1cc(C)n(-c2nc3ccccc3c3nc(C)nn23)n1	-5%	3%	0.7%	-5%
O=[N+]([O-])c1ccc(NN=C2c3ccccc3Cc3ccccc32)c([N+](=O)[O-])c1	8%[10.9 µM]	-1%[9.22 µM]	2.8%[11.4 µM]	-1%[9.22 µM]
CN(C)c1ccc2c(c1)OC(N)=C(C#N)C2c1cccc(F)c1 (stereo not drawn)	-28%	u	u	-12%
CN1CCc2nc(SCC(=O)Nc3ccc(F)cc3)c(C#N)cc2C1	-18%	-2%	u	3%
COc1ccc(C(=O)SC2=NCCS2)cc1	x	-22%	x	-30%
CC1CCCN(CC(=O)Nc2ccc(S(=O)(=O)N3CCCCCC3)cc2)C1 (stereo not drawn)	x	-13%	3.8%	-5%
COc1ccc(N2CCN(C(=O)CSc3nnc4nc(C)cc(C)n34)CC2)cc1	-11%	-3%	0.0%	-1%
O=c1c2ccccc2oc2cc(O)c(C3COCC(CO)C(O)C(O)C3O)c(O)c12 (stereo not drawn)	8%	1%	x	7%
Cc1nn2c3cc(N4CCOCC4)ccc3nc2c2ccccc12	-25%	2µM*	-13%	2µM*
c1nnc2c3c4c(sc3ncn12)CCCC4	29%	7%	-0.2%	4%
